K1F lysis inhibition – inhibition of K1F phage lysis, E. coli UTI89, bacterial capsule biogenesis inhibitors, alamar blue (AID 488966) | hit rate 0.02% among 340,000 | E. coli UTI89 K1F phage lysis, alamar blue, 2 h; higher % means a stronger effect | one-dose inhibition, % at 100 µM; IC50 in µM for titrated hits;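 active = phage lysis inhibition, versus mean bacterial control, above a set limit; inconclusive = no clear call, values can overlap the other calls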;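 also: capsule biogenesis inhibitors block K1F phage lysis so surviving cells raise fluorescence; higher fluorescence means more inhibition of phage lysis; actives were called in the ten point dose series up to 300 µM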
NTR1 agonist – agonists of NTR1, primary screen, imaging, U2OS cells, beta-arrestin-GFP, high content (AID 493036); NTR1-U2OS beta-arrestin-GFP spot imaging, agonist mode; activation, % at 20 µM; hit rate 0.17% among 330,000;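 active = activation at or above 40% of the spot to cytoplasm intensity ratio, with at least 20 cells analyzed; inconclusive = wells under 20 cells, flagged as cytotoxic or low count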;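 also: 0% = DMSO without peptide and 100% = 100 nM NTR1 peptide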
Target sequence (P30989 whole entry, looked up): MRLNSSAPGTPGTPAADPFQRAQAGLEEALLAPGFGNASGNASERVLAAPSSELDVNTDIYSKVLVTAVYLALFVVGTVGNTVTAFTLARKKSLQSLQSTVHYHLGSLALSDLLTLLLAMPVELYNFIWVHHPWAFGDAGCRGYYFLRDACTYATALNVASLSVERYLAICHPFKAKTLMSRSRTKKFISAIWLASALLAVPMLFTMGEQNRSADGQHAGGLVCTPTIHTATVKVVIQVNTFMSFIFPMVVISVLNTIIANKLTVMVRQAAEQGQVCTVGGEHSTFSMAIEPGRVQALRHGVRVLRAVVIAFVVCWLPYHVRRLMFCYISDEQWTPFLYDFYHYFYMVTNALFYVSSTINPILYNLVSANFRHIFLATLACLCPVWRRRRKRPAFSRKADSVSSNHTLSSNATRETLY
T cell HTS – modulates CD8 T cell binding to vesicles; 2C CD8+ T cell-vesicle binding, flow cytometry; hits give low values; calls only at 7 µM; hit rate 0.068% among 330,000;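 active = response, share of CD8 T cells binding vesicles, and their 90th percentile fluorescence all below set limits, cut at about 80% in these data, passing the limit was not always enough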
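Material: 2C TCR transgenic mouse naive CD8+ T cells, MACS-purified. Also added: QL9-charged Drosophila Ld/ICAM-1/B7-1 vesicles. Timing: binding 1.5 h at 37 °C. Measured by: high-throughput flow cytometry with anti-B7-1 and anti-CD8 staining. Read-out: percent CD8+ FL2 mean versus row control. Controls: Unloaded micro-vesicles (low), QL9 vesicles with 0.7% DMSO (high).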
RSV antiviral HEp-2 – RSV antiviral activity via CPE protection, HEp-2 cells, primary 10 µM value included (AID 2391) | HEp-2 cells, RSV-induced CPE inhibition; higher % means a stronger effect | one-dose CPE inhibition, % at 10 µM; IC50 in µM for titrated hits | hit rate 0.13% among 310,000; in the data active = a potency from the dose series; inconclusive = CPE inhibition mostly from about 23% at the one dose, without a potency; inactive = the rest, 99 in 100 with CPE inhibition below about 21%; also: strong numbers were not always called active
Large T inhibition – TAg ATPase/helicase activity blockers – biochemical (AID 1903); SV40 large T antigen ATPase/helicase inhibition assay; higher % means a stronger effect; inhibition, % at 20 µM; hits with a dose series show IC50 in µM; hit rate 0.39% among 310,000; in the data active = a potency from the dose series; inconclusive = inhibition mostly from about 32% at the one dose, without a potency; inactive = the rest, 99 in 100 with inhibition below about 32%; also: strong numbers were not always called active
Salmonella PhoP GFP – PhoP-dependent GFP reporter repression – Salmonella Typhimurium, primary screen (AID 1863) | S. Typhimurium PhoP-regulated promoter GFP reporter, 4 h; higher % means a stronger effect | inhibition, % at 50 µM, or IC50 in µM where a hit was titrated | hit rate 0.16% among 300,000;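 active = inhibition over 29.93%, a cutoff 3 SD above the screen mean, later confirmed by dose response; inconclusive = inhibition over 29.93% but no dose response follow-up; inactive = inhibition at most 29.93% or unconfirmed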;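 also: 0% = low Mg2+ inducing control and 100% = high Mg2+ repressing control; strong numbers were not always called active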
Myeloid diff 2 – myeloid differentiation induction; calls only at 10 µM; hit rate 1% among 360,000; ER-HoxA9 myeloid progenitors, lysozyme-GFP differentiation, flow cytometry;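 active = normalized GFP-positive differentiation at or above the plate's own cutoff, the solvent-only control mean plus 3 SD; inconclusive = no clear call, values can overlap the other calls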;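 also: cells exposed to compound for four days before flow analysis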
TNAP activators – stimulation of alkaline phosphatase TNAP activity – biochemical, luminescent, no phosphate acceptor, uHTS, primary screen (AID 1001); purified TNAP, luminescent activation assay, no phosphate acceptor; higher activation fold means a stronger effect; one-dose activation fold at 20 µM; EC50 in µM for titrated hits; hit rate 0.03% among 200,000; in the data active = activation fold from about 3, or a potency from the dose series; inactive = the rest, 99 in 100 with activation fold below about 1.6; also: many of its hits are not listed in these tables
Rac1 GTP hydrolysis – MgcRacGAP GTPase-activating activity inhibitors, confirmation, biochemical, ADP Hunter fluorescence; hit rate 0.6% among 340,000; MgcRacGAP-stimulated Rac1 GTP hydrolysis, ADP Hunter fluorescence; higher % means a stronger effect; GST-tagged Rac1 F28L mutant substrate; AID 624330; one-dose inhibition, % at 30 µM; IC50 in µM for titrated hits;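 active = first-screen hits whose inhibition reached a set limit at any dose in the follow-up dose series; inconclusive = inhibition above the set first-screen limit but never retested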;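 also: fluorescence reports GDP produced by GAP-driven GTP hydrolysis; strong numbers were not always called active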
T cell HTS vesicle-bound % – second read-out of T cell HTS, no call of its own (marks repeat the call); double positive events, %; measured here: CD8+ vesicle-bound cell fraction;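 binding gate set so that unloaded-vesicle control wells show 10% double positive cells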
NTR1 agonist cell count 20 µM – further read-out of NTR1 agonist, marked with its call; cell count; measured here: cell count, cytotoxicity flag
Myeloid diff 2 GFP+ MAC1+ % – second read-out of Myeloid diff 2, no call of its own (marks repeat the call); GFP+ MAC1+ double positive, %; measured here: differentiation confirmed by MAC1 staining
Active calls of the source: *; i = inactive; ? = inconclusive; / = no result given; + = active, no number; & = joins results of further samples; [ ] = dose if it differs, or a comment.

SMILES	K1F lysis inhibition	NTR1 agonist	NTR1 agonist cell count 20 µM	T cell HTS	T cell HTS vesicle-bound %	RSV antiviral HEp-2	Large T inhibition	Salmonella PhoP GFP	Myeloid diff 2	Myeloid diff 2 GFP+ MAC1+ %	TNAP activators	Rac1 GTP hydrolysis
CSc1ccc(C(=O)C2CCCN(C(=O)CCCn3cncn3)C2)cc1 (stereo not given)	0.0%	0.8	41	i	35	-1.2%	5%	1%	i	0.9	1.1	-8%
Cc1cc(C(=O)CCC(=O)Nc2ccc(S(N)(=O)=O)cc2)c(C)s1	0.7%[50 µM]	1.2	101	i	31	2.6%	/	/	i	0.4	/	6%
CC(C)N(C(C)C)S(=O)(=O)c1ccc(Cl)nc1	3.4%	-2.2	59	i	24	-1.2%	12%	-10%	i	0.9	1.1	-2%
Cc1cccc(NC(=O)NCc2ccc3c(c2)OCO3)c1C	0.2%	0.0	76	i	48	-0.4%	5%	4%	i	0.4	1.1	7%
Cc1ccc(-c2nc(N)n(C(=O)c3ccco3)n2)cc1	0.5%	1.3	51	i	56	0.8%	-21%	-2%	i	0.2	0.7	7%
O=c1c2ccccc2ncn1-c1ccc(Cl)cc1	0.1%	-0.8&0.7	40&45	i	38&39	0.0%	10%&5%	-4%&2%	i	0.3&0.3	/	3%
CCCCCOC(=O)C1=C(C)NC(=O)NC1c1ccc2c(c1)OCO2 (stereo not given)	0.9%	-0.2	50	i	57	1.8%	11%	1%	i	0.1	/	12%
CC(C)(C)NC(=O)/C(=C\c1ccccc1F)NC(=O)c1ccc([N+](=O)[O-])cc1	0.3%	1.4	101	i	55	1.7%	3%	-9%	i	0.4	1.1	14%
Cc1cc(-c2cn3ccccc3n2)c(C)n1-c1ccccc1	1.2%	0.2	45	i	46	12%	1%	1%	i	0.2	1.1	-4%
CC(C)c1ccc(-c2c(C#N)c(N)nc3c2CCCCC3)cc1	-0.3%	2.9	63	i	51	2.9%	0%	-1%	i	0.9	1.1	9%
O=S(=O)(c1ccc(F)cc1)N1CCN(CC(O)COCc2cccs2)CC1 (stereo not given)	-0.2%	-0.5	70	i	12	-0.1%	4%	-9%	i	0.4	1.1	12%
O=C(N/N=C/c1cccnc1)C12CC3CC(CC(C3)C1)C2	-0.2%	0.6	40	i	32	1.5%	14%	5%	i	0.2	1.2	9%
NC(=O)NC(CC(=O)NCc1ccc2c(c1)OCO2)c1ccccc1Cl (stereo not given)	0.1%	0.4	44	i	5	1.5%	19%	2%	i	0.2	/	8%
Cc1ccc(NC(=O)CSc2nc(CSc3ccc(C)cc3)cc(=O)[nH]2)cc1	-0.2%	3.0	51	i	34	9.3%	15%	-3%	i	0.3	1.1	-2%
Cc1ccc(NC(=S)NC(=O)c2ccccc2)cc1NC(=S)NC(=O)c1ccccc1	-0.6%[50 µM]	/	/	i	22	3.6%	4%	-6%	i	0.7	/	6%
COc1ccc(OCC(=O)Nc2nnc(-c3ccco3)s2)cc1	1.7%[50 µM]	-0.3	51	i	54	3.0%	8%	6%	i	0.4	0.9	16%
COc1ccc(C(=O)NNC(=O)CSc2ccccc2)cc1	0.3%	-0.6	38	i	21	-0.1%	10%	-1%	i	0.1	1.5	1%
Cc1cc(Br)cc2c(C(=O)NCC3CCCO3)cc(-c3cccs3)nc12 (stereo not given)	0.0%	11	46	i	66	1.7%	-4%	-1%	i	2.4	/	11%
O=C(CCn1c(=O)oc2ccc(Cl)cc21)NCCCN1CCOCC1	-0.3%	-0.5	71	i	58	0.0%	3%	6%	i	3.9	/	8%
COc1cc(CNn2c(C)n[nH]c2=S)cc(Cl)c1OCc1ccccc1	-0.1%	-0.5	41	i	15	?	10%	-11%	i	0.7	0.6	12%

Next part (two carried over from the part before).
SMILES	K1F lysis inhibition	NTR1 agonist	NTR1 agonist cell count 20 µM	T cell HTS	T cell HTS vesicle-bound %	RSV antiviral HEp-2	Large T inhibition	Salmonella PhoP GFP	Myeloid diff 2	Myeloid diff 2 GFP+ MAC1+ %	TNAP activators	Rac1 GTP hydrolysis
O=C(CCn1c(=O)oc2ccc(Cl)cc21)NCCCN1CCOCC1	-0.3%	-0.5	71	i	58	0.0%	3%	6%	i	3.9	/	8%
COc1cc(CNn2c(C)n[nH]c2=S)cc(Cl)c1OCc1ccccc1	-0.1%	-0.5	41	i	15	?	10%	-11%	i	0.7	0.6	12%
CNC(=S)N1CCC(NC(=O)C(Cc2ccccc2)NC(C)=O)CC1 (stereo not given)	-0.3%	1.3	40	i	36	-0.1%	2%	4%	i	0.3	1.1	9%
O=C(CC(=O)NCc1ccccc1)NCc1ccccc1	0.5%	-0.2	33	i	34	2.3%	5%	10%	/	/	/	2%
CCc1nc2ccc(C(=O)N(CC)CC(=O)Nc3c(F)cccc3F)cc2nc1CC	0.2%[50 µM]	1.4	60	i	30	1.2%	/	/	i	0.6	/	-4%
N/C(=N\OC(=O)c1ccco1)c1ccc(Br)cc1	-0.4%	-4.3	83	i	13	-0.2%	17%	3%	i	0.8	1.1	4%
O=C(C1=C(O)C(=O)N(CC2CCCO2)C1c1ccc(Cl)cc1)c1ccco1 (stereo not given)	1.4%	-2.1	50	i	22	0.9%	10%	1%	i	0.6	/	5%
O=C(NC(CO)(CO)CO)c1coc(=O)c(Br)c1	0.7%	2.2	76	i	40	0.3%	6%	25%	i	0.4	1	5%
O=C(Oc1cccc(C(=S)N2CCOCC2)c1)c1cccc([N+](=O)[O-])c1	-0.1%	0.4	97	i	60	0.8%	/	/	i	0.4	1.1	16%
Cc1cccc(-c2cc(C(=O)Nc3ccncc3)c3ccccc3n2)c1	0.0%	2.9	54	/	/	/	/	/	i	0.9	/	5%
CCOc1cc(/C=N/O)cc(Br)c1OCC	-0.3%	1.0	85	i	18	18%	-3%	5%	i	1.0	1	2%
O=C(O)C1CCC(=O)N(C2CC2)C1c1ccccc1 (stereo not given)	0.3%	-0.2	91	i	31	0.3%	22%	-3%	i	0.1	1.1	1%
O=C(COC(=O)C1CC(=O)N(Cc2ccco2)C1)Nc1nc(-c2ccc(F)cc2)cs1 (stereo not given)	-0.1%[50 µM]	0.2	36	i	55	/	/	/	i	1.0	/	2%
CCOc1ccccc1OCC(=O)Nc1ccc(S(=O)(=O)Nc2ncccn2)cc1	0.6%	-0.2	40	i	23	0.4%	22%	-4%	i	14	1.1	5%
O=C(Nc1cccc(-c2cn3c(n2)SCC3)c1)c1ccc2c(c1)OCO2	1.1%	-0.2	68	i	25	8.8%	4%	10%	i	0.5	1.1	10%
O=C(CSc1nnc(NC(=O)c2cccc(F)c2)s1)NCc1ccco1	0.1%	-0.2	64	i	40	1.6%	11%	4%	i	0.7	/	6%
CCOc1ccc(CCNC(=O)COC(=O)c2oc3ccccc3c2COC)cc1OCC	1.6%[50 µM]	-0.7	62	i	49	-0.3%	/	/	i	0.3	/	3%
Clc1cc2c(cc1/C=N/Nc1nc(N3CCOCC3)nc(N3CCOCC3)n1)OCO2	0.4%	2.3	30	i	31	3.4%	18%	-1%	i	0.4	1.1	10%
c1ccc(N2CCOCC2)c(Nc2nc3ccccc3n3cnnc23)c1	-1.1%	7.9	56	i	25	-0.1%	9%	-2%	i	2.9	1.2	16%
COc1ccc(C2=NN(C(=O)c3ccccc3C(=O)O)C(c3ccccc3O)C2)cc1 (stereo not given)	-0.3%	0.8	48	i	20	2.2%	5%	2%	i	0.4	/	4%
O=C1Cc2ccccc2C(=O)N1c1ccccc1	0.3%	-0.2	52	i	24	1.8%	13%	1%	i	0.7	/	10%
Cc1ccc(S(=O)(=O)NC2(C(=O)O)CCCCC2)cc1	2.2%	-1.5	84	i	24	-1.0%	-9%	16%	i	2.6	1.1	7%
C/C(=N/NC(=O)c1ccc(Br)s1)c1ccncc1	1.8%[50 µM]	-0.9	60	i	5	4.4%	-5%	-1%	i	0.6	/	6%
O=C(O)c1cccc2c(/C=N/Nc3ccccn3)c[nH]c12	0.2%	-0.5	61	i	19	0.1%	35%	-10%	i	0.1	/	14%
Cc1ccc2c(c1)S/C(=C/c1ccc[n+](C)c1)N2CCO	-0.6%	1.2	32	i	32	4.1%	10%	-5%	+	14*	0.9	4%
CCOc1cccc(CN2CCCC(CCC(=O)NCc3ccccc3F)C2)c1O (stereo not given)	-0.5%	-1.2	39	i	18	-0.9%	6%	9%	i	0.4	1.1	1%
CC(=O)OC1CC(C)N(C(=O)c2ccccc2)c2ccc(C)cc21 (stereo not given)	1.0%	6.3	80	i	33	2.6%	5%	-1%	i	2.5	1.1	4%
COc1ccc(NS(=O)(=O)c2cc(NC(=O)c3ccc(C)o3)ccc2N2CCCCC2)cc1	3.1%[50 µM]	4.6	89	i	4	2.9%	-38%	-3%	i	0.6	1.1	9%
Cc1cccc(OCC(=O)NC(=S)N2CCCc3ccccc32)c1	6.7%	1.2	55	i	50	0.4%	7%	9%	i	2.3	1.1	16%
Cc1c(Cc2ccccc2)c(=O)oc2cc(OCC(=O)NCC3CCC(C(=O)O)CC3)ccc12 (stereo not given)	1.1%	-1.4	91	i	29	/	-4%	6%	i	2.4	/	2%
O=C(Nc1nc2c(s1)CCCC2)c1cc(-c2ccc3c(c2)OCO3)nc2ccccc12	/	-0.9	51	i	34	5.9%	-3%	6%	/	/	1	/
CCOC(=O)C1=C(C)NC(=O)NC1C (stereo not given)	0.3%	0.1	51	i	43	7.7%	2%	-2%	i	1.0	1.1	3%
CCN(CC)CCC(=O)NN	-0.4%	0.1	45	i	27	2.4%	10%	2%	/	/	1	-2%
CSc1ccccc1OCc1cc(C(=O)N2CCN(Cc3nccn3C)CC2)no1	-0.1%	-0.8	57	i	60	0.2%	-2%	-4%	i	2.9	/	5%
Cc1cccn2cc(CNC(=O)C3CCCCC3)nc12	0.2%	-2.2	37	i	60	3.0%	4%	-9%	i	0.7	1.1	13%
CCCC(=O)Nc1cc(Cl)ccc1N1CCN(C(=O)CC)CC1	0.6%	-0.6	55	i	34	3.0%	15%	3%	i	0.7	1.1	7%
C[n+]1cc(-c2ccccc2)n2c1CCCCC2	-0.3%	2.5	78	i	38	1.1%	-1%	5%	i	6.3	1.1	5%
